Assay outcomes from PubChem.
HKDC1 inh = blocks human hexokinase HKDC1 activity. inhibition, % at 20 µM. Q2TB90. recombinant HKDC1, G6PDH/diaphorase resazurin coupled fluorescence. 0.16% of 340,000 active;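 active = inhibition above about 35% when tested at 20 µM, limit read from the data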;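 also: plate controls were DMSO wells with enzyme for no effect and DMSO wells lacking enzyme for full effect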
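test system = in-house recombinant HK5 (HKDC1) enzyme | amount = HKDC1 at 5 µg/mL | control set = DMSO-enzyme wells negative, buffer-substituted wells positive | compound = one dose of 20 µM, 1% DMSO | schedule = reaction time 90 min, room temperature, protected from light | technique = resorufin fluorescence at 613 nm | reagent = glucose with 1 mM ATP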
SENP6 block = SENP6 protease inhibition. Q9GZR1. Recombinant SENP6 catalytic domain, aminoluciferin luminescence. inhibition, % at 10 µM. 1.8% of 330,000 active. AID 2599;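 active = inhibition above about 50% at the single tested dose, limit read from the data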;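 also: plate controls were DMSO wells with enzyme for no effect and DMSO wells lacking enzyme for full effect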
Target sequence (Q9GZR1 628-1112 limits assumed): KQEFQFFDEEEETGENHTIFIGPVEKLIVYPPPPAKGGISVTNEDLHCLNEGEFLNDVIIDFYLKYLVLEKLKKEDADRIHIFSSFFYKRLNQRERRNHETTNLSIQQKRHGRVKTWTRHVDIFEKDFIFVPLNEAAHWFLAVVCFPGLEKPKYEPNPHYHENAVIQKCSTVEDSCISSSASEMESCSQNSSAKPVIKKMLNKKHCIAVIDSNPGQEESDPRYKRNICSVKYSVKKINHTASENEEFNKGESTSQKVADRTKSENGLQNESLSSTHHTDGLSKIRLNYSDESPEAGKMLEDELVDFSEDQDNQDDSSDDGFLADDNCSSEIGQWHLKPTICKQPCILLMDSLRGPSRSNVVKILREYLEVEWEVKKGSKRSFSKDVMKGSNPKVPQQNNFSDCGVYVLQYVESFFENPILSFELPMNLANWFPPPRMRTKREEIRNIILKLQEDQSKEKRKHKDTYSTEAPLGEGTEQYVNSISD
SENP7 block = SENP7 protease inhibition; Q9BQF6; recombinant SENP7, Z-RLRGG-aminoluciferin luminescence, 40 min; inhibition, % at 5 µM; 1.5% of 330,000 active;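 active = inhibition above about 50% at the single test dose, limit read from the data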;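 also: plate controls were DMSO with enzyme for no effect and no enzyme buffer wells for full effect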
Target sequence (Q9BQF6 706-1050 limits assumed): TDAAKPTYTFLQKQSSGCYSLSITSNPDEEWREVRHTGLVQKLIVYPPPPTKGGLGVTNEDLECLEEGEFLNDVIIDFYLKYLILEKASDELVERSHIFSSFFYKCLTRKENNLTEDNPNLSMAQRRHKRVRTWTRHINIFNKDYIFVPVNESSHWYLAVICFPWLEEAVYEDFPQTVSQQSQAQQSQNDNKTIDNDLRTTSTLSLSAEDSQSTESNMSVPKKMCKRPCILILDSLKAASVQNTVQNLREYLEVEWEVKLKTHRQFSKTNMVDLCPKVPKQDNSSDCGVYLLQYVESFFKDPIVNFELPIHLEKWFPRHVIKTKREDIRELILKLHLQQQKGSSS
SENP8 block-1 = SENP8 protease inhibition; 1.2% of 330,000 active; AID 2540; inhibition, % at 10 µM; purified SENP8, Z-RLRGG-aminoluciferin cleavage, luminescence; Q96LD8; in the data active = inhibition above about 50%
Apaf-1 inh = blocks human Apaf-1 apoptosome activity | O14727 | reconstituted apoptosome caspase-3 activity, DEVD-Rh110 fluorescence | inhibition, % at 20 µM | 0.71% of 330,000 active; active = inhibition of at least 40% at 20 µM;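 also: plate controls were DMSO wells for no effect and DEVD-CHO caspase inhibitor wells for full effect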
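Material: cell-free apoptosome with Apaf-1, procaspase-3 and caspase-9; Buffer or medium: Hepes pH 7.5 with detergent and BSA; Reagent: cytochrome c trigger plus (Z-DEVD)2-Rh110 caspase-3 substrate; Times: compound with Apaf-1, dATP, procaspase-3 30 min, then 50 min reaction, room temperature; Technique: Rh110 fluorescence intensity.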
NALP3 yeast inh = blocks the NALP3 inflammasome reconstituted in yeast; 0.39% of 330,000 active; Yeast reconstituted NLRP3/ASC/caspase-1, beta-gal luminescence, 24 h; inhibition, % at 10 µM;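 active = inhibition of 50% or more; inactive = inhibition below 50%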;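 also: plate controls were induced DMSO wells for no effect and uninduced yeast grown without galactose for full effect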
SENP1 FRET inh = blocks the human SENP1 SUMO protease catalytic domain; recombinant SENP1 catalytic domain, CyPet-SUMO1-YPet FRET cleavage; inhibition, % at 10 µM; 0.21% of 360,000 active; AID 624204;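 active = inhibition at least 30% at 10 µM, raw YFP signal under a set limit, fluorescence ratio 0.5 to 1.5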;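 also: 0% = enzyme with DMSO and 100% = no enzyme wells; some results filed as inactive read as strong as hits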
Target sequence (Q9P0U3 419-644 limits assumed): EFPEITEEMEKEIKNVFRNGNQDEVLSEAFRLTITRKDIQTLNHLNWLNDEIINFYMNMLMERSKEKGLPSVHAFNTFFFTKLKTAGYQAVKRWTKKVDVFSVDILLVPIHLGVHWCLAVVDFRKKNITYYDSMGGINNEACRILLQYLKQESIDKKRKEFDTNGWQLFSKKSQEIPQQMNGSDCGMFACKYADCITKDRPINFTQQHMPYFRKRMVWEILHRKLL
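Assay system – human recombinant His6-tagged SENP1 catalytic domain enzyme · Input – SENP1 enzyme, 20 pM final · Buffer or medium – Tris pH 8 buffer plus EDTA, NaCl, BME, BSA, NP40, catalase · Schedule – 50 min reaction at room temperature · Technique – FRET read of cyan and yellow fluorescence · Control set – no-enzyme wells low, DMSO-plus-enzyme wells high control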
PfG6PD inh = PfG6PD (Plasmodium falciparum) enzyme inhibition. PfGluPho enzyme, NADPH resazurin-diaphorase fluorescence. inhibition, % at 20 µM. 0.78% of 350,000 active. AID 504690;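 active = inhibition reaching at least a set limit at 20 µM in the primary screen, cut at about 59% in these data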;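 also: 0% = DMSO wells with substrate and 100% = DMSO wells lacking glucose-6-phosphate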
SENP8 block-2 = blocks human SENP8 cleavage of Nedd8 substrate; 0.64% of 360,000 active; recombinant SENP8, Nedd8 substrate fluorescence; Q96LD8; AID 602440; inhibition, % at 20 µM; in the data active = inhibition mostly above about 40%, no sharp cut-off; inactive = mostly below about 27%
* hit, by the source's call; nt = no result given.

Compound	PfG6PD inh	SENP7 block	NALP3 yeast inh	SENP1 FRET inh	SENP8 block-1	SENP6 block	Apaf-1 inh	SENP8 block-2	HKDC1 inh
CC(=O)Cn1cnc2c(sc3nc(C)cc(C)c32)c1=O	-2	7	8	-2	-8	-6	5	8	-5
COC(=O)c1c(C(=O)OC)c(-c2cccc(F)c2)n2c1CS(=O)(=O)C2	7	2	0	5	-3	-11	-2	20	-4
Cc1cc(C(=O)NC(Cc2ccccc2)C(=O)O)c(C)o1 (stereo not drawn)	1	3	1	-2	-1	-15	-18	24	1
Cc1ccc2cccc(OCc3ccccc3)c2n1	23	-9	22	1	-9	-6	-9	-100	-4
O=C(Nc1ccc(S(=O)(=O)Nc2cnc3ccccc3n2)cc1)c1ccc(Cl)c([N+](=O)[O-])c1	-33	14	7	-9	-7	-3	10	-67	2
O=C(N/N=C/c1ccccc1O)NC12CC3CC(CC(C3)C1)C2	-22	9	14	0	-8	-8	34	-48	-2
Cc1nc(SCC(=O)c2ccc(F)c(F)c2)[nH]c(=O)c1Oc1ccc(F)cc1	-21	1	15	2	1	3	6	7	2
CCc1ccc(NS(=O)(=O)c2c(C(=O)N3CCCCCC3)c(C)n(C)c2C)cc1	1	8	-13	2	6	-10	4	14	-6
COc1ccc(OC)c(N(CC(=O)N2CCc3ccccc3C2)S(C)(=O)=O)c1	-12	1	-14	3	8	21	0	-15	-9
O=C(CSc1ncc(-c2ccccc2)nn1)NCc1ccco1	3	14	16	1	1	-14	-7	-1	-8
COc1cc(C)c(N(C(C)=O)c2ccccc2)c(C)c1	-4	4	-29	0	4	1	5	16	-3
O=C(CSc1nnc(C2CC2)n1C1CC1)c1ccc(F)c(F)c1	11	-4	1	2	-20	-6	15	-7	-5
Cc1ccnc(NC(=O)CCCc2ccccc2)c1	4	-8	-2	0	-12	-16	11	7	-8
COc1ccc(C(=O)NC2CC2)cc1OC1CCN(Cc2ccc(F)cc2)CC1	0	6	22	-2	0	-2	-4	9	-6
CC(C)CCn1c(SCCN2CCOCC2)nc2c1c(=O)[nH]c(=O)n2C	-1	2	-1	2	-1	-14	0	24	1
N#C/C(=C/C1=C(N2CCOCC2)C(=C/c2ccccc2)/CC1)C(=O)Nc1ccccc1F	-6	nt	nt	55	nt	nt	nt	27	5
COC(=O)C(C)SC1=N/C(=C/c2ccc(-n3cncn3)cc2)C(=O)N1 (stereo not drawn)	-6	0	-6	-60	2	-2	-25	-365	-1
O=C(CN(C(=O)c1csnn1)c1ccccc1F)NC1CCCCC1	1	-1	17	2	0	22	-3	12	-7
COc1ccccc1C(=O)Nc1sc2c(c1C(N)=O)CCCC2	19	-1	32	-3	0	20	6	-490	-4
COc1cc2c(cc1OC)CN(C(=O)/C=C/c1cccc([N+](=O)[O-])c1)CC2	-1	-4	20	2	4	-8	9	4	5
O=C(Nc1ccccc1C(F)(F)F)c1cc2ccccc2o1	-1	68*	20	0	66*	73*	-6	17	-1
CCCc1cc(=O)n2c([nH]c3ccccc32)c1C#N	10	8	-2	-7	42	51*	-10	-266	3
CN1C(=O)c2ccccc2C(C(=O)O)C1c1cccc([N+](=O)[O-])c1 (stereo not drawn)	-10	3	2	2	1	1	-1	4	-9
CCOc1ccc(NC(=O)CSc2nc(=O)n(CCN3CCOCC3)c3c2CCCC3)cc1	8	-5	16	0	-8	3	1	7	0
Cc1cccc(OCc2nnc(SC(C)C(=O)O)n2-c2ccccc2)c1 (stereo not drawn)	-37	2	-1	-1	6	-9	3	14	-2
COC(=O)CSc1nnc(COc2ccc3ccccc3c2)o1	6	-3	13	-5	-13	-8	8	4	-3
COc1ccccc1C(=O)NCCC(=O)N(C)CC(=O)Nc1ccc(Cl)cc1	0	1	20	1	6	0	-1	2	-3
CCN(CC)CCN(Cc1cc2ccc(C)cc2[nH]c1=O)C(=O)Nc1ccc(Cl)cc1	-5	5	16	-1	-5	-16	4	-15	4
Cn1c(=O)c(/C=C/c2ccc(F)cc2)nc2ccccc21	23	nt	nt	-35	nt	nt	nt	-446	-2
Cc1cc2cc(CNC(=S)Nc3ccc(OC(F)F)cc3)ccc2[nH]1	6	5	20	-6	6	-8	7	5	-2
CCn1cc(/C=N/NC(=O)c2ccc3c(c2)OCO3)cn1	12	-4	-12	1	-8	-15	-2	13	-14
COc1ccc(-c2cc(-c3ccccc3)nc(SCC(=O)Nc3nccs3)c2C#N)cc1	-12	-6	18	-9	-8	-14	10	-454	-7
CCOc1ccc(/C=N/NC(=O)c2cccc3ccccc23)c(OCC)c1	-11	-2	18	1	-6	6	9	-124	-1
O=C(NC1CCCc2ccccc21)c1cc(Cl)ccn1 (stereo not drawn)	-6	3	28	-1	7	-11	19	6	9
COc1ccc(C(=O)Nc2ccc(OCC(=O)N3CCOCC3)cc2)c(OC)c1OC	-1	-2	12	1	0	12	5	10	-1
O=C(NC1CC2CCCC(C1)N2Cc1ccco1)NC12CC3CC(CC(C3)C1)C2 (stereo not drawn)	-8	6	15	-1	6	7	7	7	2
COCCCN1C(=O)N(c2ccc(F)cc2)C(=O)C1CC(=O)Nc1ccccc1 (stereo not drawn)	-6	4	18	1	4	-5	-1	23	-5
COc1cccc(OCC(=O)O/N=C(\N)c2ccncc2)c1	10	5	-5	3	0	-15	-7	11	-2
COC1OC(COC(=O)c2ccccc2)C(OC(=O)c2ccccc2)C1OC(=O)c1ccccc1 (stereo not drawn)	13	-5	5	3	-9	-20	17	16	5
Cc1ccsc1/C=N/NC(=O)CSCc1ccc(Cl)cc1	114*	-2	6	1	-9	-13	11	16	-3
COc1ccc(CCc2nnc(NS(C)(=O)=O)s2)cc1	-7	3	7	1	-5	3	10	14	-3
CC(C)CNC(=O)c1cc(S(=O)(=O)N2CCOCC2)ccc1N1CCCC1	-13	14	11	1	-1	-2	1	6	-1
COC(=O)c1sccc1NC(=O)CC1C(=O)NCCN1C(=O)Nc1ccccc1 (stereo not drawn)	14	-2	8	6	7	-11	-24	16	-2
O=C(CSc1nnc(C2CC2)n1-c1ccccc1)N1CCCC1	-6	-10	9	0	-12	-13	9	4	-6
Cc1cc(C(=O)N/N=C/c2ccc(-c3cccc(Cl)c3)o2)n[nH]1	-9	-9	31	-2	-2	-14	16	-358	-8
COc1ccccc1NS(=O)(=O)c1ccc2c(c1)NC(=O)CC(=O)N2	-16	-3	-4	4	3	-13	4	10	0
COCCn1c(SCc2ccc(C(=O)OC)o2)nc2cc(Cl)ccc2c1=O	0	-1	15	-1	-13	-23	21	0	10
Cc1ccc(S(=O)(=O)N2CCCC2CNC(=O)c2ccc3c(c2)OCO3)cc1 (stereo not drawn)	5	-3	21	-2	-6	-18	4	-7	-1
C=CC[C@H]1Cc2c(cccc2[N+](=O)[O-])[C@H](CC=C)N1	-9	-2	-6	8	3	1	-5	12	-4
CCCCOCC(O)CCc1n[nH]c(=S)n1-c1ccccc1 (stereo not drawn)	19	-14	4	2	-10	-9	11	2	-6
COC(=O)c1cccc(C(=O)Oc2cccc(Br)c2)n1	5	10	-2	3	-1	-25	-4	10	2
O=C(Cc1ccccc1)NCC(=O)OCc1cccc([N+](=O)[O-])c1	16	-9	4	0	-5	-5	-9	3	-3
O=C(Nc1ccc(Cl)cc1)Nc1ccccn1	13	-2	-27	-1	2	38	8	25	-2
C1CCc2nc3c(nc2C1)CCCC3	-18	-2	5	1	-1	-14	-8	23	-1
COC(=O)c1cc(S(=O)(=O)N2CCOCC2)c(N2CCOCC2)cc1N1CCOCC1	13	nt	nt	1	nt	nt	nt	-19	-5
Cc1cc(=O)oc2cc(OS(C)(=O)=O)ccc12	-11	-10	-5	3	-3	-9	5	5	-6
COc1cc(O)c(C(CCN2CCCCC2)c2ccc(N(C)C)cc2)c(OC)c1 (stereo not drawn)	3	-7	11	4	10	-4	-2	18	3
CCCc1cc(=O)oc2c(C)c(O[C@@H]3O[C@H](CO)[C@@H](O)[C@H](O)[C@H]3O)ccc12	7	3	-13	1	0	11	0	-7	-7
O=C(NCCCCc1ccccc1)c1ccccc1Cl	-2	1	46	0	-4	-11	9	5	4
Cn1c(-c2ccccc2)c(CCO)c2ccccc21	7	-3	31	16	-6	-2	6	-37	0

Two compounds from above with just SENP8 block-1.
Structure	SENP8 block-1
CCCc1cc(=O)oc2c(C)c(O[C@@H]3O[C@H](CO)[C@@H](O)[C@H](O)[C@H]3O)ccc12	0
O=C(NCCCCc1ccccc1)c1ccccc1Cl	-4

Next records.
Compound	PfG6PD inh	SENP7 block	NALP3 yeast inh	SENP1 FRET inh	SENP8 block-1	SENP6 block	Apaf-1 inh	SENP8 block-2	HKDC1 inh
COc1ccc(N(CC(=O)NC2CC3CCC2C3)S(=O)(=O)c2ccccc2)cc1OC (stereo not drawn)	-11	-12	19	0	-3	-21	7	15	-8
CCc1ccc(CNC(=O)C(=O)NCCc2ccc(OC)c(OC)c2)cc1	-26	4	14	0	0	-5	-3	11	-5
O=C(COC(=O)C1=COCCO1)Nc1ccc(Oc2ccccc2)cc1	-6	1	12	1	2	4	12	15	2
CCCCC(=O)N1CCN(c2nc(-c3ccc(F)cc3)cs2)CC1	0	-14	-4	-2	-5	2	12	-307	-3
O=[N+]([O-])c1cccnc1Oc1ccc(F)cc1	8	1	7	-1	2	7	0	11	-2
CCN(Cc1ccccc1)S(=O)(=O)c1cc(C(=O)NCC2CCCCC2)ccc1OC	4	3	8	1	-5	-23	12	12	9
CC(C)n1nnnc1C(c1ccc(F)cc1)N1CCN(C2CCCC2)CC1 (stereo not drawn)	2	nt	nt	0	nt	nt	nt	16	-6
CCC1SC2=NCN(c3ccccc3)CN2C1=O (stereo not drawn)	nt	-8	9	nt	-8	-12	6	nt	nt
C[C@H]1CC[C@@]2(O[C@H](CCO)C[C@H](O)[C@H]2O)O1	4	-3	15	-2	-4	-1	-5	11	-3
Cc1cc(C)n(-c2nc3c(c(=O)[nH]c(=O)n3C)n2Cc2ccc(F)cc2)n1	-18	5	6	2	1	-8	-3	12	0
O=C(O)C1CSC(c2ccc3c(c2)OCO3)N1 (stereo not drawn)	20	7	-1	-25	4	-20	-7	-138	2
COc1cccc(NC(=O)CN(C)CC(=O)Nc2ccccc2-c2ccccc2)c1	-3	-3	2	2	-6	-8	11	8	-4
CCOC(=O)c1sc(C)c2c1NC(c1ccc(N(C)C)cc1)NC2=O (stereo not drawn)	9	-7	13	-18	-2	-3	12	-422	6
COc1ccc(S(=O)(=O)Cc2ccc(C(=O)NCc3ccco3)o2)cc1	-13	-2	6	0	4	12	0	-2	-7
CCn1c(SCC(=O)Nc2cc(C)on2)nnc1-c1cccs1	5	9	-5	2	4	5	8	10	-5

No enrichment for hits. Share with any hit: about 4.1%.
